PTEN del growth: PTEN-deleted cell growth suppression; HCT116 PTEN-null viability, CellTiter-Glo, 60 h; active compounds read low; viability, % at 10 µM; hit rate 1.2% among 140,000; AID 827;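 active means viability at or below a set limit, 4 SD under the median of all tested compounds, cut at about 3.7% in these data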;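 further: PTEN knockout HCT116 line with beta catenin targeted HCT116 as companion control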
NPY Y2 blocker: antagonists of human neuropeptide Y receptor Y2. P49146. NPY-Y2 expressing cells, antagonist mode. inhibition, % at 2.7 µM. hit rate 0.99% among 140,000; in the data active means inhibition above about 17%;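 further: 0% = vehicle with agonist challenge and 100% = reference antagonist with challenge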
Target sequence (P49146 whole entry, looked up): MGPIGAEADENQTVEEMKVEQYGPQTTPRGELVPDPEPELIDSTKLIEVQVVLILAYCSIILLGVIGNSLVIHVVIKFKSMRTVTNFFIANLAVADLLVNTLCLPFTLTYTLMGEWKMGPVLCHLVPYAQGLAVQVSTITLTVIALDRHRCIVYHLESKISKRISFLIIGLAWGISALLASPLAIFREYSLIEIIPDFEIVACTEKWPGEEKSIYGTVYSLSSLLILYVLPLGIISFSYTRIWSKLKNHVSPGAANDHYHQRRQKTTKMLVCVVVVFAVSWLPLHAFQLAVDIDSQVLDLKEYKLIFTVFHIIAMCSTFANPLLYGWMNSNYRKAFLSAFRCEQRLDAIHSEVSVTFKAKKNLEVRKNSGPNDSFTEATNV
bCat KO growth: beta-catenin-lacking colon tumor cell growth suppression; HCT116 beta-catenin knockout viability, CellTiter-Glo, 60 h; active compounds read low; hit rate 1.5% among 140,000; viability, % at 10 µM;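 active means viability at or under a set limit, the compound median less 4 SD, cut at about 6% in these data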;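 further: 0% = Hyamine 1622 control at 20 µM and 100% = untreated cell control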
BB579 growth dn: yeast BB579 growth reduction in restrictive medium; AID 804; S. cerevisiae BB579 growth, OD615, 48 h; inhibition, % at 10 µM; hit rate 0.51% among 140,000;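 active means inhibition above a set limit, 3 SD over the mean compound inhibition, cut at about 44% in these data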; further: inactives centre near -24
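Assay system – yeast BB579 (DeaD) · Dosing – single compound dose of 10 µM, 0.25% DMSO final · Detection – OD615 turbidity measurement · Buffer or medium – CSMM-D restrictive synthetic medium containing dextrose (glucose) · Benchmarks – positive control amphotericin B 10 µg/mL · Incubation – 48 h exposure, 30 °C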
Yeast lifespan up: extends the lifespan of yeast; S. cerevisiae growth with nicotinamide, OD615; deaD strain in restrictive glucose medium; inhibition of the nicotinamide effect, % at 10 µM; hit rate 0.68% among 130,000; AID 775;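 active means inhibition above a set limit, placed 3 SD over the median of all compounds, cut at about 26% in these data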;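 further: 0% = nicotinamide-treated wells and 100% = cells grown without nicotinamide; some compounds called inactive have numbers as strong as hits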
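Measured by: optical density (absorbance) at 615 nm; System: modified budding yeast, DeaD strain; Medium: restrictive CSMM-D dextrose medium; Timing: 4 h preincubation then 48 h treatment at 30 °C.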
Phagocytosis inh: inhibitors of macrophage phagocytosis | hit rate 0.07% among 110,000 | inhibition, % at 5 µM | J774A.1 macrophage IgG-bead phagocytosis, imaging;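 active means inhibition above the mean of the plate negative controls plus 5 SD, cut at about 13% in these data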;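 further: phagocytic index as fraction of beads internalized from green versus red external bead signal; plate controls were DMSO negative control for no effect and cytochalasin-D positive control for full effect; some results beyond the cut were filed as inactive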
MRP1 act: activates MRP-1 | hit rate 0.61% among 140,000 | viability increase, % at 10 µM | AID 799 | H69AR cells + doxorubicin, viability rescue, CellTiter-Glo;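 active means viability gain under doxorubicin at or above a set limit, the compound median plus 3 SD, cut at about 4.7% in these data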;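 further: MRP-1 overexpressing cells given doxorubicin 25 µM after compound pretreatment; 18-22 h compound pretreatment then 72 h with doxorubicin before readout; 0% = doxorubicin-only wells and 100% = vehicle-treated cells without doxorubicin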
E-sel TNF inh: TNF alpha driven E-selectin expression inhibition; HUVEC TNFa-induced E-selectin immunofluorescence, high content; inhibition, % at 2 µM; hit rate 0.71% among 120,000; AID 1246;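 active means inhibition above the batch mean plus 3 SD, and confirmed as a hit on visual image review, cut at about 43% in these data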;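 further: 0% = TNF-stimulated DMSO wells and 100% = unstimulated control wells; not every result past the cut was called active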
Measles CPE: protection of cells from measles virus | Measles virus-infected cells, CPE protection, absorbance | protection (pct of control), % at 4 µM | hit rate 1.5% among 140,000 | AID 841; in the data active means protection mostly above about 24%, no sharp cut-off; inactive means mostly below about 26%; further: some compounds called inactive have numbers as strong as hits
GALR2 antag: blocks the human galanin receptor 2; hit rate 0.39% among 140,000; GALR2-expressing cells, antagonist mode; O43603; inhibition, % at 4 µM; in the data active means inhibition above about 27%;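 further: cells stimulated with galanin 1-16 at roughly its EC80; 0% = agonist challenge control and 100% = basal control without agonist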
Target sequence (O43603 whole entry, looked up): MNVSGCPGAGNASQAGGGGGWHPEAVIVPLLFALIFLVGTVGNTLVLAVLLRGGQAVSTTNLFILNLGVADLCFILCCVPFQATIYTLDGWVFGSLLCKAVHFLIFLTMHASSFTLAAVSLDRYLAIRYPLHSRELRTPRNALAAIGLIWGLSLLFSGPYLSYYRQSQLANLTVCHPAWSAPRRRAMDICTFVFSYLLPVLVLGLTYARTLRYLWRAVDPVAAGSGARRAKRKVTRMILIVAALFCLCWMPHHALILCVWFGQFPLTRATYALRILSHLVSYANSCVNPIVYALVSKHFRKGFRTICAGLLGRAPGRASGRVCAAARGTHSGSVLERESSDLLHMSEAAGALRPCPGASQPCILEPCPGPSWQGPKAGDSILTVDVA
An asterisk follows results filed as active; x = no result given.

Compound	PTEN del growth	NPY Y2 blocker	bCat KO growth	BB579 growth dn	Yeast lifespan up	Phagocytosis inh	MRP1 act	E-sel TNF inh	Measles CPE	GALR2 antag
COC(=O)C1=C(C)NC2=C(C(=O)CCC2)C1c1coc2ccccc2c1=O (stereo not given)	96	2	90	-17	-4	-1	-2.7	-24	20	13
CCOc1ccc2nc(/N=C/c3c(C)[nH]n(-c4ccc(C)cc4)c3=O)sc2c1	74	-1	63	-18	2	-14	-3.6	x	7	8
Cc1ccc(-c2cc(C(=O)NCC3CCCO3)no2)cc1 (stereo not given)	105	2	108	-15	-10	-2	2.3	-40	35	6
CCN(CC)C(=O)CN(C#N)c1nc(OC)nc(N(C)C)n1	106	-1	103	-13	-2	1	-0.8	-18	8	15
CN(C)c1ccc(S(=O)(=O)NCC(=O)OCC(=O)Nc2cc(Cl)cc(Cl)c2)cc1[N+](=O)[O-]	96	0	92	-16	16	-2	0.9	x	2	-2
Cc1cc(C(=O)O)c(C)n1-c1ccccc1	103	5	92	-69	14	-1	-0.2	-61	40*	10
CCOc1cc(C(=S)N2CCOCC2)ccc1OS(=O)(=O)c1ccc(NC(C)=O)cc1	44	10	34	2	-19	x	-3.9	-34	29	-7
O=C(CNC1CCCCC1)N1CCc2ccccc2C1	115	2	90	-86	5	-1	-0.7	12	18	-4
CCOC(=O)c1c(-c2ccccc2)c(C(C)=O)c(=O)n(C)c1C	99	x	102	-9	-15	0	-3.1	x	17	x
CCn1nnnc1-c1ccc(OC)c(S(=O)(=O)N2CCCCC2)c1	96	1	100	-24	-9	-1	-0.8	0	6	3
Cc1ccc(-c2csc(NC(=O)CSc3nc4ccccc4[nH]3)n2)cc1	59	-1	59	-58	9	x	0.6	x	8	-15
O=C(Cc1cccs1)Nc1ccc2c(c1)C(=O)OC2	102	4	85	-10	-9	-1	2.1	5	19	-10
Cn1c(=O)c2c(nc(Sc3ncccn3)n2Cc2ccccc2Cl)n(C)c1=O	91	0	92	-30	3	x	-2.7	-7	9	-1
COc1ccc(C(=O)/C=C/c2ccc(OC)c(Cn3nnc4ccccc43)c2)cc1	5	4	6.0*	-15	1	x	-6.1	x	6	-2
CC1CCCC(C)N1CCNC(=O)Cn1nc(-c2ccccc2)ccc1=O (stereo not given)	100	3	99	-3	-5	x	0.5	18	33	-16
COc1cccc(C(CC(=O)NCC2CCCO2)NS(=O)(=O)c2ccc(C)cc2)c1OC (stereo not given)	98	5	92	-30	0	0	-0.8	-38	20	-16
Cc1ccc(-c2cc(=O)c3cc(F)ccc3[nH]2)cc1	39	3	51	-46	3	x	-2.2	x	6	1
Cc1c(C(=O)NCc2ccco2)sc2nc(-c3ccccc3)cn12	98	2	92	-3	-7	-2	-4.2	-13	3	17
Cc1cc(C(F)(F)F)n(-c2nc(C(=O)NNS(=O)(=O)c3ccccc3)cs2)n1	90	13	93	-7	1	x	-3.7	6	3	4
O=C(O)C1Nc2c(O)cccc2C2C=CCC12 (stereo not given)	18	0	20	-37	-5	-10	-5.5	x	10	6
CCc1ccc(OCC(=O)N(C)C2CCS(=O)(=O)C2)cc1 (stereo not given)	97	-1	94	-3	-1	0	0.5	x	2	3
C=CCN1C(=O)C(C(C)CC)NC1=S (stereo not given)	101	-2	103	-12	-3	-2	-0.3	14	4	-10
COc1ccc(NS(=O)(=O)c2ccc3c(c2)oc(=O)n3C)c(OC)c1	93	2	89	0	-2	0	-0.1	x	2	5
Cc1ccc(C)c(NC(=O)C2CC(O)CN2C(=O)OCc2ccccc2)c1 (stereo not given)	102	6	102	27	-14	-1	0.2	-3	10	-8
Cc1ccc(Cc2cnc(NC(=O)/C(C#N)=C/c3ccc(-c4ccccc4[N+](=O)[O-])o3)s2)cc1	51	15	36	-24	-11	-2	1.4	51*	3	-13
COc1ccc(N2C(=O)C3[C@@H](C2=O)C2(Cl)C(Cl)=C(Cl)C3(Cl)C2(OC)OC)cc1 (stereo not given in full)	95	3	89	-20	5	-10	2.9	10	9	-6
CCOC(=O)N1CCN(c2c(NCCCOC(C)C)c(=O)c2=O)CC1	104	3	95	-45	0	0	-1.9	-4	29	0
COc1cccc(OC)c1OCCNCCO	95	-1	95	-13	-12	-1	0.3	-22	6	-8
Cc1cccc(Oc2cnn(C(C)(C)C)c(=O)c2Cl)c1	91	7	93	-42	x	x	2.4	1	8	-15
O=C(CCCCCNc1nc(=S)[nH]c2ccccc12)N1CCN(c2ccccn2)CC1	44	-1	57	-45	-8	-2	-2.1	x	7	-11

(further entries)
Compound	PTEN del growth	NPY Y2 blocker	bCat KO growth	BB579 growth dn	Yeast lifespan up	Phagocytosis inh	MRP1 act	E-sel TNF inh	Measles CPE	GALR2 antag
COc1cc([N+](=O)[O-])cc(/C=N/NC(=O)c2ccc(C)nc2)c1O	90	2	92	-28	0	x	0.1	2	10	9
COc1cc(OC)nc(Oc2ccccc2C(=O)Oc2cccc(C)c2)n1	95	4	100	-23	-8	x	-0.6	3	5	11
COC(=O)c1ccc2c(c1)C(=O)/C(=C/c1ccc(C)cc1)O2	17	1	30	-56	-2	-7	-2.2	-7	14	-6
O=C(Nc1ccc2nc3n(c(=O)c2c1)CCCCC3)c1ccccc1Cl	100	0	83	15	-13	-1	-1.9	x	0	1
COc1ccc(C(C)=O)cc1COC(=O)c1cc(C)oc1C	91	4	93	-22	-9	-1	-1.1	x	15	-4
COc1ccccc1N(CN1CCCC1=O)C(=O)COc1ccccc1	96	0	90	-18	-17	-3	-2.9	x	21	16
O=C(CSc1nc(-c2ccccc2)nc2c1CCCC2)N1CCOCC1	95	10	90	-22	-15	2	-1.6	-2	7	2
Cc1ccc(CNc2nc3c([nH]2)c(=O)n(C)c(=O)n3C)cc1	98	6	96	-32	-6	x	0.1	x	6	6
COc1ccc(C)cc1-n1nnnc1SCC(=O)NC(=O)NCc1ccco1	85	0	79	-28	-6	-4	-1.9	17	23	12
CCCOP(=O)(OCCC)C(NC(=O)C(C)(C)C)c1ccccc1 (stereo not given)	98	4	97	-1	0	-6	0.1	x	5	4
O=C(Nc1ccc(N2CCCC2)c(Cl)c1)c1cccnc1	95	3	92	-38	x	x	-2.0	9	3	7
COc1ccc(OCCNC(=O)C(c2ccccc2)c2ccccc2)cc1	96	6	101	-11	-13	x	-2.4	11	23	-10
COc1ccc(CNC2CCCc3ccccc32)cc1OC (stereo not given)	95	4	79	-15	3	-8	-2.1	x	14	2
COc1cc(NC(=O)C2=C(N3CCOCC3)/C(=C\c3ccc(Cl)cc3Cl)CC2)cc(OC)c1OC	67	-1	71	-19	-2	-6	-2.3	-11	3	0
Cc1ccc(S(=O)(=O)Nc2cc(C)c(O)c(S(=O)(=O)c3ccc(C)cc3)c2)cc1	89	-2	100	-27	-12	x	-1.2	10	7	-3
O=C(NCc1ccc2c(c1)OCO2)c1ccc2c(=O)n(C3CCCC3)c(=O)[nH]c2c1	91	0	83	-46	-13	-3	-1.3	-16	12	6
N/C(=N\OC(=O)c1ccccc1Cl)c1ccccc1	89	2	85	-50	-21	x	-2.3	x	5	6
CC(=O)C1=C(C)N(Cc2ccccc2)C(=O)N[C@H]1c1cccs1	103	0	96	-32	4	x	-0.2	3	17	15
COc1ccc(CNC(=O)CN(Cc2ccccc2)C(=O)c2csnn2)cc1	87	1	97	-7	7	0	-3.7	10	4	-7
COc1ccc(-c2nnn(CC(=O)N(Cc3ccco3)C(C(=O)NCC3CCCO3)c3ccco3)n2)cc1 (stereo not given)	110	-1	93	-20	-3	-8	-0.4	4	11	-8
COc1cccc(C2=CC(c3ccc(C)cc3)n3ncnc3N2)c1 (stereo not given)	103	0	83	-10	-15	0	-1.3	2	9	4
CCCc1cn(S(=O)(=O)c2ccc(OC)cc2OC)nc1N	110	0	101	-20	-13	-1	-0.8	-32	6	2
COc1cc2c(cc1OC)CC(=O)N(C)CC2	85	6	89	-40	5	-4	-0.8	11	4	-2
COc1ccccc1CC(=O)Nc1ccc2nc(C)sc2c1	89	3	98	2	-6	-5	0.0	x	25	-6
CN(C(=S)NC(=O)c1ccccc1Br)C1CCCCC1	81	2	91	-19	16	x	-3.4	-6	17	-2
COCCNC(=O)CN1CCN(C(c2ccccc2)c2ccccc2)CC1	97	-2	103	-29	-3	0	-2.3	-18	22	5

Ordered by molar mass (lowest first): part of the list above.
Compound	PTEN del growth	NPY Y2 blocker	bCat KO growth	BB579 growth dn	Yeast lifespan up	Phagocytosis inh	MRP1 act	E-sel TNF inh	Measles CPE	GALR2 antag
O=C(Cc1cccs1)Nc1ccc2c(c1)C(=O)OC2	102	4	85	-10	-9	-1	2.1	5	19	-10
N/C(=N\OC(=O)c1ccccc1Cl)c1ccccc1	89	2	85	-50	-21	x	-2.3	x	5	6
Cc1cccc(Oc2cnn(C(C)(C)C)c(=O)c2Cl)c1	91	7	93	-42	x	x	2.4	1	8	-15
O=C(Nc1ccc(N2CCCC2)c(Cl)c1)c1cccnc1	95	3	92	-38	x	x	-2.0	9	3	7
COc1ccccc1CC(=O)Nc1ccc2nc(C)sc2c1	89	3	98	2	-6	-5	0.0	x	25	-6
CCOC(=O)c1c(-c2ccccc2)c(C(C)=O)c(=O)n(C)c1C	99	x	102	-9	-15	0	-3.1	x	17	x
CCCc1cn(S(=O)(=O)c2ccc(OC)cc2OC)nc1N	110	0	101	-20	-13	-1	-0.8	-32	6	2
COc1cc([N+](=O)[O-])cc(/C=N/NC(=O)c2ccc(C)nc2)c1O	90	2	92	-28	0	x	0.1	2	10	9
COc1ccc(NS(=O)(=O)c2ccc3c(c2)oc(=O)n3C)c(OC)c1	93	2	89	0	-2	0	-0.1	x	2	5
COc1ccc(CNC(=O)CN(Cc2ccccc2)C(=O)c2csnn2)cc1	87	1	97	-7	7	0	-3.7	10	4	-7
Cc1cc(C(F)(F)F)n(-c2nc(C(=O)NNS(=O)(=O)c3ccccc3)cs2)n1	90	13	93	-7	1	x	-3.7	6	3	4
CCOc1cc(C(=S)N2CCOCC2)ccc1OS(=O)(=O)c1ccc(NC(C)=O)cc1	44	10	34	2	-19	x	-3.9	-34	29	-7
COc1ccc(-c2nnn(CC(=O)N(Cc3ccco3)C(C(=O)NCC3CCCO3)c3ccco3)n2)cc1 (stereo not given)	110	-1	93	-20	-3	-8	-0.4	4	11	-8

Screening results as filed in PubChem.

This is a random part of the collection; any-hit rate near 6.2%.
